p53 reactivation: mutant p53 re-activation in reporter cells | AID 504706 | Potency, µM (series often up to 92.2 µM), inactives show at the top dose activity change, positive = activation, usual class: activators | H1299 p53-A138V BP100-luciferase reporter, luminescence, 24 h | actives 0.063% (n = 320,000); note: potency is the fitted concentration of half-maximal effect; % of control where 0% means no effect; nearly all actives have a fitted effect of over 45% in size
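p53-null H1299 cells stably carrying temperature-sensitive p53-A138V and a BP100-luciferase reporter were pinned with compounds (4-point, 1:5 series) and held 24 hrs at 37 deg C. Luminescence was read 10 min after detection reagent.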
Rab9 promoter act: Rab9 promoter activation; actives 2.8% (n = 320,000); Potency, µM (titrated, usually from 9.22 µM), inactives show at the highest dose activation, negative = inhibition, usual class: activators; Huh7 Rab9 promoter-luciferase reporter, luminescence, 24 h; note: potency is the fitted concentration of half-maximal effect; % of control where 0% means no effect; nearly all actives have a fitted effect of over 60% in size
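Huh7 cells stably carrying a Rab9 promoter-luciferase reporter, 1500 cells per well in OP-MEM I with 10% FBS, treated with compound 24 hours at 37C. Luciferase activity read by luminescence after 10 minutes with Amplite reagent.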
Gal4-VP16 FLuc: counter-screen for ROR gamma inhibitors: Gal4-VP16 reporter; Drosophila S2 Gal4-VP16 UAS-luciferase, luminescence, 20 h; Potency, µM (series often up to 53.6 µM), inactives show at the top dose activity, negative = inhibition, hits mostly inhibitors; actives 3.5% (n = 310,000); AID 2546;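 note: Gal4-VP16 expression switched on by copper sulfate through the metallothionein promoter; potency is the fitted concentration of half-maximal effect; % is set by controls: 0 for no effect and ±100 for the full control effect; nearly all actives have a fitted effect of over 50% in size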
FLuc counter: counter-screen for miR-21 project: firefly luciferase inhibitors or activators | Potency, µM (doses to about 57.5 µM), for the others: at the top dose activity change, negative = inhibition, actives largely listed as inhibitors | actives 6.9% (n = 360,000) | P08659 | purified FLuc, Km substrates, luminescence inhibition;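 note: potency is the fitted concentration of half-maximal effect; plate controls were vehicle for no effect and reference inhibitor for full effect; nearly all actives have a fitted effect of over 55% in size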
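Purified P. pyralis luciferase, 10 nM final, with Km-level 10 uM D-luciferin and 10 uM ATP in 50 mM Tris acetate pH 7.5, 10 mM Mg acetate, 0.01% Tween-20, 0.05% BSA; 6-point qHTS titration about 60 µM downward; luminescence read.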
Giardia kill: kills Giardia lamblia; actives 0.15% (n = 340,000); Giardia lamblia trophozoite viability; activity change, % at 7.66 µM, hits read low; in the data active = activity change below about -80%; inconclusive = between about -30% and that limit;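 note: parasites exposed to compound for two days anaerobically before the ATP read; % is set by controls: 0 for no effect and ±100 for the full control effect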
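Compounds were tested on trophozoites seeded at 100 cells/well and held 48 hrs at 37 deg C anaerobically. An ATP-based luminescent kit measured the remaining live cells.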
ELG1 genotox: genotoxicity induction in ELG1-luciferase HEK293T cells | HEK293T ELG1-luciferase reporter, luminescence, 16 h | Potency, µM (top dose mostly 46 µM), without a hit: at the highest dose activity change, positive = activation, usual class: activators | actives 1.3% (n = 330,000); note: potency is the fitted concentration of half-maximal effect; % of control where 0% means no effect; nearly all actives have a fitted effect of over 60% in size
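After overnight (16 hr) compound treatment at 37 °C, ELG1-luciferase HEK293T cells were lysed with ONE-Glo; luminescence quantified 30 min later at room temperature.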
RORg inh: ROR gamma (mouse) transcription inhibition. P51450. Drosophila S2 Gal4-RORgamma UAS-luciferase reporter, 20 h. Potency, µM (doses to about 53.6 µM), inactives show top-dose activity change, negative = inhibition, actives largely listed as inhibitors. actives 5.4% (n = 310,000). AID 2551; note: potency is the fitted concentration of half-maximal effect; % is set by controls: 0 for no effect and ±100 for the full control effect; nearly all actives have a fitted effect of over 60% in size
Target sequence (P51450 whole entry, looked up, the tested form may be a part): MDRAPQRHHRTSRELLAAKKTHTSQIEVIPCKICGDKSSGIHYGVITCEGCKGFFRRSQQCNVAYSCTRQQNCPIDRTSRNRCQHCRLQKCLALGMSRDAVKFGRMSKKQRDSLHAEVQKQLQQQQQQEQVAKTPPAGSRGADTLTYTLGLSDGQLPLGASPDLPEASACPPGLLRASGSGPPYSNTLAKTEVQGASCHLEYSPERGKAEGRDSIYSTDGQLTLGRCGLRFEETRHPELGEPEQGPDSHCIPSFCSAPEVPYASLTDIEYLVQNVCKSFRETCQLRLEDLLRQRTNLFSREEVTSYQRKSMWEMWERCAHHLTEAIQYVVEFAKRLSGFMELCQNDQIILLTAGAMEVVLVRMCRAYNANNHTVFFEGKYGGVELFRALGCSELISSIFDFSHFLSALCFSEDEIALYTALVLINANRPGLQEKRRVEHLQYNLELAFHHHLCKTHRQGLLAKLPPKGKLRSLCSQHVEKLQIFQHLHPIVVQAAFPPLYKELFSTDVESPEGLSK
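Luciferase reporter read in Schneider cells carrying Gal4-RORγ (mouse) and UAS-Photinus luciferase; cells given compound 1 h before 700 uM copper sulfate induction, then incubated 20 h at ambient temperature.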
Menin-MLL TR inh: inhibitors of human menin-MLL interaction, mutant MLL peptide; O00255; Menin + Texas Red MLL mutant peptide, fluorescence polarization; Potency, µM (top dose mostly 61.6 µM), inactives show at the top dose FP activity change, negative = inhibition, actives largely listed as inhibitors; actives 0.23% (n = 270,000); AID 1768; active = well fitted inhibition curve with a large enough effect in the polarisation, with a control signal flat, not every such curve was filed as active; inconclusive = small, poorly fitted or top-dose-only effect, or effect the other way, or a change in a side signal; inactive = no such curve, though single readings can be large or run the other way; the % refers to the polarisation; note: potency is the fitted concentration of half-maximal effect; % of control where 0% means no effect; many of its hits are not listed in these tables
BRCA1 expr act: increases BRCA1 expression; MCF7-BRCA1-FFLuc reporter, luminescence, 48 h; response scale: scaled: vehicle 0%, 10 µM genistein 100%; Potency, µM (top dose mostly 46.1 µM), for inactives: at the top dose activation, most hits filed as activators; AID 624202; actives 1.1% (n = 380,000); note: potency is the fitted concentration of half-maximal effect; nearly all actives have a fitted effect of over 80% in size; some results filed as inactive show a strong effect at the top dose
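Cells: MCF7-BRCA1-FFLuc, 2000/well. Exposure: 48 h, 37 °C, 5% CO2. Read: luminescence, 15 min post-substrate. Controls: genistein 10 microM (maximal activation), DMSO (neutral).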
NPC1 promoter act: NPC1 promoter activation | Huh7 NPC1 promoter luciferase reporter, 24 h | Potency, µM (series often up to 9.22 µM), inactives show at the top dose activation, hits mostly activators | actives 2.4% (n = 320,000) | AID 485313;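 note: potency is the fitted concentration of half-maximal effect; % of control where 0% means no effect; nearly all actives have a fitted effect of over 60% in size; reporter is driven by a mutant NPC1 promoter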
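Huh7 cells stably carrying NPC1 promoter–luciferase, plated in Opti-MEM with 10% FBS for 2 h, were exposed to compound in DMSO for 24 h at 37 °C; luciferase reagent was added for 10 min and luminescence read.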
PKM2 act: increases activity of human pyruvate kinase M2 | purified PKM2, Kinase-Glo ATP luminescence, activation; response scale: 0% is enzyme alone, no compound | Potency, µM (highest dose often 57.5 µM), without a hit: top-dose activation, most hits filed as activators | actives 0.34% (n = 260,000) | AID 1631; note: potency is the fitted concentration of half-maximal effect; % is set by controls: 0 for no effect and ±100 for the full control effect; nearly all actives have a fitted effect of over 55% in size
Target sequence (P14618 whole entry, looked up): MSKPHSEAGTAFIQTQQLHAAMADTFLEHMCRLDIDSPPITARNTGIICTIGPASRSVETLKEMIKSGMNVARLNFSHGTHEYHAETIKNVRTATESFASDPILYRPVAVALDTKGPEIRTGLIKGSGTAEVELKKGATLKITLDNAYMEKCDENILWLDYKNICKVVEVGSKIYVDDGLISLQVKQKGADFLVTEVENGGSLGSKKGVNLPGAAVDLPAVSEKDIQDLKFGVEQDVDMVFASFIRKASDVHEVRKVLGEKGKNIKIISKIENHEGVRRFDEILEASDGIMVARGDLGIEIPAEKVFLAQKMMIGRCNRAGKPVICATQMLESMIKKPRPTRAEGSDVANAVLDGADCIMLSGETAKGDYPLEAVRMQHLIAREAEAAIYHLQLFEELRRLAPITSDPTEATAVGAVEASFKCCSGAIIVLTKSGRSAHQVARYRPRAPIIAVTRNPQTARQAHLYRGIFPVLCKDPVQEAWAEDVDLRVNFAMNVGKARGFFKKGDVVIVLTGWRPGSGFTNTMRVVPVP
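hPK-M2, >95% pure; 0.1 mM ADP / 0.5 mM PEP final; imidazole pH7.2 buffer w/ 7 mM MgCl2, 50 mM KCl; 1 h RT; Kinase-Glo lum. Intermediate enzyme activity for dual inhibitor/activator qHTS.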
The depositor's hits bear a star; ? = inconclusive; · = not tested or not shown; [ ] = remark or other dose. Unless noted, calls come from the whole dose curve; as a rule, active = well fitted curve in the direction sought with a large enough effect; inconclusive = small, poorly fitted or top-dose-only effect, or another doubt; inactive = no such curve, though single readings can be large; an effect the other way counts as inactive or inconclusive. Some of the compounds tested, so the mix of outcomes need not match the whole.

SMILES	p53 reactivation	Rab9 promoter act	Gal4-VP16 FLuc	FLuc counter	Giardia kill	ELG1 genotox	RORg inh	Menin-MLL TR inh	BRCA1 expr act	NPC1 promoter act	PKM2 act
C[C@@H](C(=O)NCC1CCCO1)N1C(=O)N2CCc3c([nH]c4ccccc34)[C@@]2(C)C1=O (some centres not stated)	4%	-4%	1%	-2%	5	0%	-13%	0%	-9%	-3%	-4%
COc1cccc(-c2nnc(SCC(=O)NC3CCS(=O)(=O)C3)n2C)c1 (configuration not stated)	9%	-14%	·	·	14	0%	·	·	-3%	6%	·
O=C(CN1CCCCC1CO)c1ccc(OC(F)F)cc1 (configuration not stated)	4%	2%	-20%	1%	12	0%	5%	7%	-16%	-14%	-2%
CCc1ccc(CNC(=O)CCc2nnc(CCc3ccc(OC)cc3)o2)nc1	-3%	-2%	-19%	0%	6	0%	-17%	-1%	18%	-3%	-2%
CCCCN(C(=S)Nc1ccccc1)C1CCS(=O)(=O)C1 (configuration not stated)	0%	0%	0%	1%	2	1%	-33%	2%	6%	0%	-1%
COc1ccccc1/C=C/c1nc(S(=O)(=O)c2ccccc2)c(NCCN(C)C)o1	2%	4%	-2%	1%	2	-1%	17%	?	3%	0%	·
CCOc1ccc2nc(NS(C)(=O)=O)sc2c1	?	1%	24%	17µM*	-11	?	-9%	6%	-8%	7%	-1%
COn1c(=O)c(=O)n(OC)c2ccccc21	7%	4%	1%	3%	0	1%	16%	15%	-7%	3%	5%
CCN(c1ccccc1)S(=O)(=O)c1ccc(Cl)c(NC(=O)COC(=O)C2CC2C)c1 (configuration not stated)	-1%	0%	-7%	-2%	-25	-3%	-11%	-7%	-20%	-6%	-1%
COC(=O)CCC/C=C1/SCC(NC(=O)c2ccccc2)C1O (configuration not stated)	·	·	-3%	1%	3	·	-4%	25%	1%	·	0%
O=c1c2ccccc2n(Cc2cccc(F)c2)c(=O)n1C1CCCC1	-4%	-2%	-1%	6%	10	-1%	33%	23%	-34%	-2%	3%
Cc1ccc2nsnc2c1S(=O)(=O)NCc1ccncc1	-1%	-4%	-2%	1%	-5	-2%	16%	11%	-24%	-4%	-1%
O=C(CCc1ccc(S(=O)(=O)N2CCOCC2)cc1)Nc1ccc(N2CCOCC2)cc1	·	·	14%	-2%	2	·	-9%	7%	-2%	·	-1%
COCCN(C(=O)CCC(=O)Nc1ccccn1)C(C(=O)NC(C)C)c1ccc(C)cc1 (configuration not stated)	4%	4%	-3%	0%	-1	-1%	?	-3%	7%	1%	1%
O=C(CSc1ncnc2scc(-c3ccccc3)c12)N1CCN(Cc2ccc3c(c2)OCO3)CC1	-1%	-3%	?	-9%	8	-7%	22µM*	-11%	-15%	-3%	12%
COc1cccc(C(=O)COC(=O)C2CC3CCCC(C2)C3=O)c1 (configuration not stated)	3%	-5%	·	?	-7	-6%	·	·	-3%	1%	·
CCOC(=O)c1nnn(-c2nonc2-n2cccc2)c1CCl	-44%[inhibitor]	-3%	-24%	-1%	-2	-3%	-26%	13%	1%	-3%	3%
C/C(=N/O)c1ccc(N2C(=O)C3C4C=CC(C3C2=O)C2C3C(=O)N(c5ccc(/C(C)=N/O)cc5)C(=O)C3C42)cc1 (configuration not stated)	7%	-1%	-5%	0%	·	2%	-12%	?	·	-3%	-5%
COc1ccc(N(CC(=O)NCCSCc2ccc(Cl)cc2)S(C)(=O)=O)cc1Cl	·	-10%	-4%	2%	5	-8%	?	15%	-26%	1%	-5%[11.5 µM]
O=C(Cn1c(-c2ccccc2)noc1=O)N1CCC(Cc2ccccc2)CC1	-1%	-8%	-4%	1%	-10	-9%	23%	-9%	0%	-4%	15%
CCOc1ccc(NC(=O)COc2ccc(C(=O)NCC3CCCO3)cc2OC)cc1 (configuration not stated)	2%	6%	·	-8%	11	-3%	·	·	1%	0%	·
CCCCc1cc(=O)oc2cc(C)cc(OCC(=O)N3CCC(C(=O)O)(c4ccccc4)CC3)c12	·	-3%	-1%	1%	-7	4%	?	24%	2%	1%	3%
Cc1ccc2nc(-c3ccc(NS(=O)(=O)c4ccccc4)cc3)sc2c1	?	13%	?	13µM*	9	7%	45%	-19%	63%	15%	-12%
CCOC(=O)Nc1cc(=O)c2ccccc2o1	18%	-12%	8%	-16%	-12	5%	32%	2%	-56%	-30%	-3%
CC1CC(C)CN(C(=O)C(Cc2ccccc2)n2cccc2)C1 (configuration not stated)	1%	1%	11%	7%	8	-2%	40%	·	4%	-2%	3%
Cc1ccc(NC(=O)CCn2c(=O)[nH]c3ccsc3c2=O)cc1F	-2%	-2%	9%	-9%	-5	-9%	37%	?	-2%	3%	1%
O=S(=O)(c1cccs1)N1CCN(c2ccnc3cc(Cl)ccc23)CC1	-5%	0%	?	1%	0	2%	?	·	-38%	-3%	?
O=Cc1cn(Cc2ccccc2)nc1-c1cccnc1	2%	3%	1%	-1%	7	0%	32%	-11%	0%	-3%	17%
COC(=O)COc1ccc(S(=O)(=O)Nc2ccccc2SC)cc1	-4%	3%	0%	1%	6	0%	-1%	-5%	0%	-1%	12%
O=C(CSc1nnc(Nc2ccccc2)s1)NCc1cccs1	-11%	2%	-4%	-17%	-14	-1%	?	-18%	4%	0%	-2%
Cc1ccc(/C=C2\C(=N)N3N=C(CC(=O)N4CCOCC4)SC3=NC2=O)o1	11%	1%	-3%	-19%	-7	2%	-13%	·	-2%	-1%	·
N[C@@H](Cc1ccccc1)C(=O)N1CCC(C(=O)N[C@@H](CCC(=O)O)C(=O)O)CC1	14%	0%	-8%	1%	15	0%	0%	0%	7%	3%	·
CCOc1ccc(NC(=S)NCc2cccnc2)cc1	-1%	11%	14%	-3%	-10	0%	-14%	·	10%	-5%	0%
COc1ccc(N2CCN(Cc3nc(N)nc(Nc4ccccc4OC)n3)CC2)cc1	-13%	1%	5%	-6%	-19	-2%	?	-15%	-3%	-1%	-1%
CC(=O)c1c(N2CCN(c3ccccc3)CC2)nc(=S)n(-c2ccccc2)c1C	4%	-3%	1%	2%	-7	2%	14%	-13%	-21%	-3%	?
Cc1cc2ncn(CC3CC3(Cl)Cl)c2cc1C (configuration not stated)	2%	-20%	?	-14%	10	-6%	?	?	3%	-9%	7%
COc1ccccc1NC(=O)N1CCN(Cc2ccc3c(c2)OCO3)CC1	0%	0%	-1%	0%	8	-1%	0%	·	12%	1%	-1%
CC(C)N(Cc1ccccc1)S(=O)(=O)c1ccc(F)cc1	2%	-3%	?	-1%	13	-13%	6%	3%	-7%	-2%	-5%
N#C/C(=C/c1ccc(N2CCOCC2)c([N+](=O)[O-])c1)C(N)=O	-3%	5%	9%	4%	0	-3%	-36%	5%	8%	-1%	1%
Cc1cc(C)cc(OCC(=O)OC/C(O)=C(\C#N)c2nc3ccccc3[nH]2)c1	5%	-6%	16µM*	2%	15	?	13µM*	23%	3%	1%	-19%
Cc1ccc(C(CC(=O)c2ccc(Cl)cc2)C(=O)O)cc1 (configuration not stated)	-1%	1%	-8%	?	5	0%	1%	3%	19%	-1%	-1%
Cc1ccnc(SC2CC(=O)N(c3ccc(C(C)C)cc3)C2=O)n1 (configuration not stated)	-23%	7%	4%	4%	-12	-1%	?	5%	-8%	-6%	1%
Cc1ccnc2c(N3C(=O)C4C5C=CC(C5)C4(C)C3=O)cccc12 (configuration not stated)	1%	-3%	-7%	1%	15	0%	20%	-1%	2%	-2%	2%
Cc1cc(=O)n(-c2ccccc2Cl)[nH]1	1%	-6%	1%	6%	8	0%	1%	-1%	10%	2%	-2%
O=c1cc(-c2ccccc2Cl)oc2c(NS(=O)(=O)c3cccc4nsnc34)ccc(O)c12	1%	-2%	-3%	7%	30[activator]	-5%	0%	·	-4%	0%	2%
Cc1cccc(NC(=O)c2nc[nH]c2C(=O)N[C@@H](C)C(=O)OC(C)(C)C)c1	6%	-6%	7.1µM*	5%	4	-1%	3.2µM*	·	-37%	-5%	-1%
O=C(NCc1ccco1)C(=O)c1cn(CC(=O)N2CCCC2)c2ccccc12	-2%	-1%	9%	0%	6	1%	15%	-12%	3%	-2%	4%

A second format for part of the listing above.
SMILES | p53 reactivation | Rab9 promoter act | Gal4-VP16 FLuc | FLuc counter | Giardia kill | ELG1 genotox | RORg inh | Menin-MLL TR inh | BRCA1 expr act | NPC1 promoter act | PKM2 act
CC(=O)c1c(N2CCN(c3ccccc3)CC2)nc(=S)n(-c2ccccc2)c1C | 4% | -3% | 1% | 2% | -7 | 2% | 14% | -13% | -21% | -3% | ?
Cc1cc2ncn(CC3CC3(Cl)Cl)c2cc1C (configuration not stated) | 2% | -20% | ? | -14% | 10 | -6% | ? | ? | 3% | -9% | 7%

Screening data deposited in PubChem BioAssay by National Center for Advancing Translational Sciences (NCATS).
